High-throughput results from PubChem.
STK33 inh = inhibitors of human STK33 kinase; purified STK33, MBP phosphorylation, ADP-Glo luminescence; inhibition, % at 10 µM; Q9BYT3; hit rate 0.073% among 320,000;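 active = inhibition at or above 25%, using the most active replicate where run in duplicate; inactive = inhibition below 25%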
Target sequence (Q9BYT3 whole entry, looked up): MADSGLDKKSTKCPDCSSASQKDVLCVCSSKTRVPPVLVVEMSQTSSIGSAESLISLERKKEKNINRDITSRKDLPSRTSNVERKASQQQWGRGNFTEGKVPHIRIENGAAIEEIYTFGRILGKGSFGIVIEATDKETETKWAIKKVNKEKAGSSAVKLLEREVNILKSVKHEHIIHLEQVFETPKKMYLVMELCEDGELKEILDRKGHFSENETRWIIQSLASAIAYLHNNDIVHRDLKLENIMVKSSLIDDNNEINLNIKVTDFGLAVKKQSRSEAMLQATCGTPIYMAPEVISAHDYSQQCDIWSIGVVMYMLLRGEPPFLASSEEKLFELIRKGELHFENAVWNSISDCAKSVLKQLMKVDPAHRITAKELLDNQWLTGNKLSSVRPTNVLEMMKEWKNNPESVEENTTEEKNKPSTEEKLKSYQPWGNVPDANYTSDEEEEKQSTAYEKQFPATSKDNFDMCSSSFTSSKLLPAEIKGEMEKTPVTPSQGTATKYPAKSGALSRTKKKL
OX1R antag-1 = OX1R (human) antagonism. O43613. OX1R-expressing cells, FRET antagonist read-out. inhibition, % at 6.6 µM. hit rate 1.8% among 330,000. AID 485270; in the data active = inhibition mostly above about 38%, no sharp cut-off; inactive = mostly below about 40%;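 also: 0% = agonist challenge alone and 100% = reference antagonist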
Target sequence (O43613 whole entry, looked up): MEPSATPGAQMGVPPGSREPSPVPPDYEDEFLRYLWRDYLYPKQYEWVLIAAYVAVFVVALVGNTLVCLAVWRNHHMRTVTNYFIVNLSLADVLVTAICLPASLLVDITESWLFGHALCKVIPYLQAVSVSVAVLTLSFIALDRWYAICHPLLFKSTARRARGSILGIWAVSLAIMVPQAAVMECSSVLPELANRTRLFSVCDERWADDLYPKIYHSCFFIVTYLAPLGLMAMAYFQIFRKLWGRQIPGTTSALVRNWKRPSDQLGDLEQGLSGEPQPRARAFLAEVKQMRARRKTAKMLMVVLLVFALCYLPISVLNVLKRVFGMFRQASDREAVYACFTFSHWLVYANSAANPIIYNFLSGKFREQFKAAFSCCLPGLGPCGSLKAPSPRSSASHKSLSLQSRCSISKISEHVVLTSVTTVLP
OX1R antag-2 = blocks the human orexin 1 receptor. CHO/OX1R cells, Fluo-8 calcium fluorescence, orexin A. inhibition, % at 5 µM. hit rate 0.43% among 330,000. AID 434989;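 active = inhibition above its plate's threshold, mean inhibition of all tested compounds on the plate plus 3 SD, cut at about 37% in these data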;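 also: 0% = orexin A challenge wells and 100% = SB-334867-A antagonist wells; not every result past the cut was called active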
* hit, by the source's call; nt = no result given.

SMILES	STK33 inh	OX1R antag-1	OX1R antag-2
CCN(CC)C(=O)c1sc2nc(-c3ccncc3)[nH]c(=O)c2c1C	0.3	16	-31
CCC(C(=O)NCCCc1ccccc1)n1nc(C)c2c(C)n(-c3ccccc3)nc2c1=O (configuration not stated)	0.6	5	-38
Cc1ccc(OCc2cc(C(=O)N3CCCCCCC3)no2)cc1C	0.3	32	-17
CSCCC(NS(=O)(=O)c1ccc(C)cc1)C(=O)N1CCN(C(C)=O)CC1 (configuration not stated)	-0.2	-2	11
CC(=O)Oc1cccc(C(=O)Nc2cccc(C(=O)Nc3ccccc3C(=O)O)c2)c1	4.2	-1	0
CC1CC(C)CN(C(=O)CN2C(=O)NC3(CCCCCC3)C2=O)C1 (configuration not stated)	0.0	0	-24
COC(=O)c1c(NC(=O)CC2SC(N)=NC2=O)sc2c1CCC(C(C)(C)C)C2 (configuration not stated)	-0.8	14	-10
C=CCn1c(SC/C=C/c2ccccc2)nnc1-c1sc(N)nc1C	-0.8	10	-21
Cc1cc(N2CCCCC2)nc2ccc(NC(=O)CCC(=O)NCCC(C)C)cc12	0.3	25	-38
O=C(O)c1ccc2c(c1)C(=O)N(NC(=O)c1ccccc1)C2=O	-3.1	17	-21
COc1ccc(C(=O)CSc2nc(C)cc(C)n2)cc1[N+](=O)[O-]	-1.1	58	-22
O=C(Nc1ccc(S(=O)(=O)Nc2ncccn2)cc1)c1cncc(Br)c1	-1.7	5	2
COc1ccc2oc(=O)c(-c3cn4ccc(C)cc4n3)cc2c1	-0.2	17	-10
Cc1ccc(S(=O)(=O)/N=C(\N)Nc2nc(C)c3cc(C)ccc3n2)cc1	-0.6	6	-40
CCOc1cc(/C=C2/N=C(c3ccc(C(C)(C)C)cc3)OC2=O)cc(Cl)c1OS(C)(=O)=O	16	25	2
O=C(CSc1ncnc2sccc12)Nc1ccccc1	-0.6	-14	-14
COc1ccc(N2CCN(c3c(S(=O)(=O)c4ccccc4)cnc4ccc(OC)cc34)CC2)cc1	-1.2	39	-18
O=C(/C=C/c1cccc(Cl)c1)NNC(=O)c1ccncc1	-0.1	4	-20
Cn1c(=O)n(Cc2ccccc2)c(=O)c2c1nc1n2CCCN1CCc1ccccc1	0.3	19	-41
Cc1ccc(-n2c(C)cc(/C=N/NC(=O)c3ccncc3)c2C)c(C)c1	0.0	7	-32
COc1ccc(-c2cc([C@H]3[C@H]4C=CC[C@@H](C)[C@@H]4C(=O)N3Cc3ccccc3)ccc2F)cc1OC	-0.5	15	-51
O=C(COc1ccccc1)N(CCc1ccccc1)c1nc(-c2ccc(F)cc2)cs1	-1.9	6	-18
CC1(C)CC=C(NNC(=O)c2cccnc2)C(=O)C1	-1.8	5	-1
COc1ccc(NC(=S)NC(=O)C2CCC2)cc1	-1.3	3	2
CC(NC(=O)C1CCC(C(=O)NC(C)c2ccccc2)CC1)c1ccccc1 (configuration not stated)	-0.7	2	4

Next section.
SMILES	STK33 inh	OX1R antag-1	OX1R antag-2
CC1=C(C(=O)OCC2CCCO2)C(c2ccc(Cl)cc2)NC(=O)N1 (configuration not stated)	-0.9	0	-21
COC(=O)c1c(-c2ccccc2)csc1NC(=O)CSc1ncnc2sc(C)c(C)c12	-1.9	16	-13
CCC(C)OC(=O)C1=C(C)NC2=C(C(=O)C(C(=O)OC)C(C)C2)C1c1ccc(N(C)C)cc1 (configuration not stated)	-4.0	16	-17
CS(=O)(=O)N(CC(=O)Nc1ccc(F)cc1F)C1CCCCC1	-0.7	-4	9
Cc1nc(SCC(=O)Nc2cc(C(N)=O)cc(C(N)=O)c2)c2c(C)c(C)sc2n1	-1.7	2	-29
C=C1CCN([C@@H](Cc2ccccc2)C(=O)Nc2ccc(OC)cc2)S(=O)(=O)c2ccccc21	-0.4	40	-3
COc1cc(-c2nc(CN3CCCN(C(=O)c4ccco4)CC3)c(C)o2)ccc1F	0.0	8	-32
COc1ccc(NC(=O)CSc2ccc3c(c2)OCCO3)cc1OC	-0.4	41	-3
COc1cccc(-c2cc(C(=O)Nc3c(C)nn(Cc4ccccc4C)c3C)no2)c1	-2.4	18	-38
O=C(Nc1c(Cl)cc(Cl)cc1-c1nc2ccccc2s1)c1ccc(Br)o1	-1.8	4	-50
O=C(NCCSc1c(-c2ccccc2)[nH]c2ccccc12)c1cc2ccccc2oc1=O	-0.7	56*	-6
CNC(=O)c1ccc(NC(=O)C2CCN(c3ncnc4sc(C)c(C)c34)CC2)cc1	2.0	0	-27
Cc1cc(C)c2nc(-c3ccccn3)cc(C(=O)Nc3ccc(S(=O)(=O)Nc4cc(C)on4)cc3)c2c1	-1.4	14	3
CCN(CC)CCN1C(=O)C2C(C(=O)Nc3ccc(Br)cc3)C3C=CC2(O3)C1C(=O)NC1CCCCC1 (configuration not stated)	-0.4	1	-10
CCOc1ccc(C)cc1S(=O)(=O)n1ccnc1	-5.0	1	-19
CN1C(=O)/C(=C2\SC(=S)N(NC(=O)c3cccnc3)C2=O)c2ccccc21	-1.1	10	-11
C/C(CC(=O)Nc1ccc2c(c1)OCO2)=N\NC(=O)OC(C)(C)C	-0.7	13	-6
Cc1cccc2sc(NC(=O)c3cccc(S(=O)(=O)N4CCc5ccccc54)c3)nc12	-0.5	12	-5
Cc1c(C=O)c2ccccc2n1CC(=O)NCc1ccccc1	0.0	34	-1
CCOC(=O)Cc1csc(NC(=O)c2cc(=O)c3ccccc3o2)n1	-2.4	34	-2
COc1ccc(/C=C2\CCCC3C2=NC(=S)NC3c2ccc(OC)cc2)cc1 (configuration not stated)	-0.1	11	-8
COc1ccc(C(=O)N/N=C/c2ccc(OC(=O)c3ccccc3)cc2)cc1	0.2	12	-14
Cc1cn([C@H]2C[C@H](O)[C@@H](CCC(=O)NCCCn3ccnc3)O2)c(=O)[nH]c1=O	nt	2	-19
O=C(NCCC1=CCCCC1)C1CCN(S(=O)(=O)N2CCOCC2)CC1	-1.2	5	-4
CC1CCC(NC(=O)N(CCCl)N=O)CC1 (configuration not stated)	-0.6	4	-19

7 of the compounds above, comma-delimited.
molecule,STK33 inh,OX1R antag-1,OX1R antag-2
O=C(Nc1c(Cl)cc(Cl)cc1-c1nc2ccccc2s1)c1ccc(Br)o1,-1.8,4,-50
CN1C(=O)/C(=C2\SC(=S)N(NC(=O)c3cccnc3)C2=O)c2ccccc21,-1.1,10,-11
COc1ccc(NC(=O)CSc2ccc3c(c2)OCCO3)cc1OC,-0.4,41,-3
Cc1cc(C)c2nc(-c3ccccn3)cc(C(=O)Nc3ccc(S(=O)(=O)Nc4cc(C)on4)cc3)c2c1,-1.4,14,3
Cc1nc(SCC(=O)Nc2cc(C(N)=O)cc(C(N)=O)c2)c2c(C)c(C)sc2n1,-1.7,2,-29
Cc1cccc2sc(NC(=O)c3cccc(S(=O)(=O)N4CCc5ccccc54)c3)nc12,-0.5,12,-5
COc1cc(-c2nc(CN3CCCN(C(=O)c4ccco4)CC3)c(C)o2)ccc1F,0.0,8,-32

Entries above that have fluorine, in the order listed:
SMILES	STK33 inh	OX1R antag-1	OX1R antag-2
COc1ccc(-c2cc([C@H]3[C@H]4C=CC[C@@H](C)[C@@H]4C(=O)N3Cc3ccccc3)ccc2F)cc1OC	-0.5	15	-51
O=C(COc1ccccc1)N(CCc1ccccc1)c1nc(-c2ccc(F)cc2)cs1	-1.9	6	-18
CS(=O)(=O)N(CC(=O)Nc1ccc(F)cc1F)C1CCCCC1	-0.7	-4	9
COc1cc(-c2nc(CN3CCCN(C(=O)c4ccco4)CC3)c(C)o2)ccc1F	0.0	8	-32

More entries.
SMILES	STK33 inh	OX1R antag-1	OX1R antag-2
COc1ccc(-c2cc(-c3ccc(OC)c(OC)c3)n[nH]2)c(O)c1	-0.6	40	35
COc1cccc(C2SCC(=O)N2c2ccc(C)cc2)c1OC (configuration not stated)	-0.4	13	-37
Cc1ccc(N2CCN(C(=O)c3ccccc3NC(=O)C3CC=CCC3C(=O)O)CC2)cc1 (configuration not stated)	-3.7	9	-12
CC(=O)OC(C)(C)C1Cc2cc3ccc(=O)oc3cc2O1 (configuration not stated)	0.3	2	-3
CC(C)(C)OC(=O)NNC(=S)NCc1ccc(Cl)cc1	-1.2	7	-14
O=C(N/N=C/c1ccncc1)c1cccc([N+](=O)[O-])c1	2.3	57*	-4
C=CCn1c(SCc2nc3ccccc3[nH]2)nnc1-c1cccc(OC)c1	-0.5	5	-16
CS(=O)(=O)c1ccc(Cl)c(NC(=O)COC(=O)c2ncc(Cl)c(Cl)c2Cl)c1	-0.6	16	-26
CCN(Cc1ccncc1)C(=O)C1CCC(=O)N(Cc2ccc(Cl)cc2)C1 (configuration not stated)	-1.2	-5	-9
Cc1c(O)ccc2c3c(c(=O)oc12)CCC(C)C3 (configuration not stated)	1.0	39	-11
C=CCN(C(=O)CCC(=O)O)C1CC(=O)N(c2ccc(OCCC)cc2)C1=O (configuration not stated)	1.1	22	-27
Cn1c(=O)[nH]c(=O)c2c1nc(Br)n2Cc1ccccc1Cl	1.0	5	-1
Cc1[nH]c(=O)[nH]c(=O)c1S(=O)(=O)N1CCCC(C(=O)NCc2ccc3c(c2)OCO3)C1 (configuration not stated)	-1.2	18	4
CC1=NN(c2cccc(F)c2)C(=O)/C1=C/c1ccc(N(C)C)cc1	-0.4	-6	-6
Cc1ccc(S(=O)(=O)NCc2ccccc2)cc1C(=O)NCC1CCCO1 (configuration not stated)	0.2	11	-15
Cc1ccc(Nc2nnc(SC(C)C(=O)NCC3CCCO3)s2)cc1 (configuration not stated)	-0.9	7	-8
CCN(CC)CCSc1nc(O)c(-c2ccccc2)c(=O)[nH]1	-0.9	4	-4
Cc1ccc(NC(=O)CSc2nc3sc(C)cc3c(=O)n2C)cc1	-0.4	44	-6
Cc1ccc2nc(SCC(=O)Nc3c(C)n(C)n(-c4ccccc4)c3=O)[nH]c2c1	-0.2	5	-1
O=C(/C=C/Nc1ccccc1Oc1ccccc1)c1ccco1	-1.2	12	-48
COc1ccccc1C(CC(=O)O)c1ccc2c(c1)OCO2 (configuration not stated)	0.2	7	0
O=C(CCCn1c(=O)oc2ccccc21)NNC(=O)COc1ccc(F)cc1	0.2	2	-9
CCOC(=O)C1CCN(C(=O)CCc2ccc(S(=O)(=O)NC(C)C)cc2)CC1	-0.6	-8	-12
COCCCn1cnc2c(c1=O)c1nc3ccccc3nc1n2-c1ccc(C)cc1	5.7	32	-14
COc1cc2c(cc1OC)C(COc1ccccc1OC)N(C(=O)c1ccco1)CC2 (configuration not stated)	-2.6	45	-32

The listing continues.
SMILES	STK33 inh	OX1R antag-1	OX1R antag-2
COC(=O)CSc1nc(N)c(C#N)c(-c2ccc(O)cc2)c1C#N	-0.5	18	-1
Cc1c(C(=O)NCc2ccccc2CN2CCCC2)oc2c(F)cccc12	-1.6	0	-22
CCN(CC)CCn1c2ccccc2c2cnc(N)c(C#N)c21	1.7	6	-11
Cc1ccc(S(=O)(=O)N2CCOCC2)cc1NC(=O)COC(=O)c1cccnc1Cl	0.0	8	-24
Cc1cccc(C)c1NC1=NC2(CCCCC2)N=C(N)N1	1.0	11	12
CSCC[C@H](NC(=O)OC(C)(C)C)C(=O)NCC1CCC(C(=O)O)CC1 (some centres not stated)	-0.8	5	-8
Cc1cc(C)cc(OCC(=O)OCCN2C(=O)c3ccccc3C2=O)c1	-3.1	7	-27
COc1ccc(CCC(=O)NNC(=S)Nc2cccc(C(C)=O)c2)cc1	-0.8	36	-23
COc1ccc(C(=O)Nc2ccnc(-c3cccnc3)n2)cc1	0.4	8	-10
COC(=O)Cc1cc(=O)n(-c2ccccc2)[nH]1	-0.1	26	3
CCOC(=O)c1[nH]cnc1C(=O)Nc1cccc(Cl)c1	0.8	16	-34
C/C(=N\OCC(=O)N/N=C/c1ccccc1)c1cccs1	-0.5	0	-10
Brc1ccsc1/C=N/Nc1ccccc1	-0.8	26	-7
COc1ccc(C(=O)O)cc1NCc1cccnc1	-1.6	16	-16
S=C(Nc1cccc(Cl)c1)NC1CC2CCCC(C1)N2C1CCCC1 (configuration not stated)	-2.8	15	-21
Cc1cccc(-n2c(Cc3cc(=O)[nH]c(=O)[nH]3)nnc2SCC(=O)Nc2cccc(C(F)(F)F)c2)c1	1.0	18	-16
O=C(CSc1nncs1)Nc1ccc2c(c1)OCO2	0.5	5	-18
O=C(NC1CCCCC1)N1CCSC1=Nc1ccccc1	0.3	10	-24
NS(=O)(=O)c1ccc(CCNc2ccc(C(F)(F)F)cn2)cc1	-0.2	3	2
O=C1[C@@H]2C3C=CC(O3)[C@@H]2C(=O)N1c1ccccc1	-0.1	7	-15
CCOC(=O)c1c(NC(=O)CSc2nnc(C)c(=O)[nH]2)sc2c1CCCC2	-1.3	29	-11
CN(Cc1cccs1)C(=O)CCNS(=O)(=O)c1ccc(Br)cc1	-0.3	2	-7
C=CCn1c(O)c(C2=c3ccccc3=NC2=O)s/c1=N/c1nccs1	0.3	14	-23
CCc1ccc(OCCNC(=O)c2ccccc2SCc2ccccc2)cc1	-1.0	34	-8
CCc1nc2oc3ccccc3c(=O)c2c(=O)n1-c1ccccc1	-0.4	16	-14

(cont.)
SMILES	STK33 inh	OX1R antag-1	OX1R antag-2
CCC/C(C)=N/NC(=O)c1ccccc1O	-1.0	9	8
O=C(c1cnn(-c2ccccc2)c1)c1ccccc1O	-0.3	25	-21
COc1ccc(NC(=O)Cn2nnc(-c3ccccc3NC(=O)C3CC3)n2)cc1	-0.6	29	-16
CC(CCc1ccco1)NC(=O)CSc1cc(=O)n(C)c2ccccc12 (configuration not stated)	1.4	33	-27
CC[N+]1(C)CCC(=C2c3ccccc3CC(=O)c3sccc32)CC1 (configuration not stated)	-1.4	24	-1
Cc1nnc(SCC(=O)Nc2nsc(-c3ccc(Cl)cc3)n2)s1	-1.2	7	-3
CC(c1ccc(Cl)cc1)n1c(-c2ccc3ccccc3n2)n[nH]c1=S (configuration not stated)	-0.3	17	-11
